Screening results: PubChem, several laboratories
NR2E3 ag-1: activates human NR2E3 receptor. 360,000 compounds, 0.35% hits. inhibition of corepressor binding, % at 3.98 µM. Q9Y5X4. AID 602229. CHO-S Gal4-NCOR/VP16-NR2E3 two-hybrid, luciferase;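 active means inhibition above the mean of all tested compounds plus 3 SD, cut at about 70% in these data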;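 further: 0% = DMSO with NR2E3 transfected cells and 100% = cells lacking NR2E3 construct; higher means lower luciferase signal from less NR2E3 corepressor binding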
Target sequence (Q9Y5X4 whole entry, looked up, the tested form may be a part): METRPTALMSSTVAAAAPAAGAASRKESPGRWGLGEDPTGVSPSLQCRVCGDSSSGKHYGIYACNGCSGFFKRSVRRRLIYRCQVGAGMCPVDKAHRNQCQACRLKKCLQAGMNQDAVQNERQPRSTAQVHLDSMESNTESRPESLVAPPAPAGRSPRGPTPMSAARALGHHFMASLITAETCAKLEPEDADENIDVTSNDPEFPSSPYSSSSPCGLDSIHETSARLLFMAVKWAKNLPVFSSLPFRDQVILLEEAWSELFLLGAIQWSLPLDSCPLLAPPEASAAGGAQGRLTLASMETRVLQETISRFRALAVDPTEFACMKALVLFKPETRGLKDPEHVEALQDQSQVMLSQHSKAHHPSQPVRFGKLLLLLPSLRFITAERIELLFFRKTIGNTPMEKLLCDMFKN
PDI turbidity: PDI (human) enzyme inhibition. P07237. PDI insulin aggregation turbidity, A650, 90 min. inhibition, % at 10 µM. 350,000 compounds, 0.052% hits. AID 588391;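 active means mean inhibition across replicates of 30% or more, whatever share of single replicates reach that level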;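 further: absorbance from insulin aggregation driven by PDI reduction with DTT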
Target sequence (P07237 whole entry, looked up): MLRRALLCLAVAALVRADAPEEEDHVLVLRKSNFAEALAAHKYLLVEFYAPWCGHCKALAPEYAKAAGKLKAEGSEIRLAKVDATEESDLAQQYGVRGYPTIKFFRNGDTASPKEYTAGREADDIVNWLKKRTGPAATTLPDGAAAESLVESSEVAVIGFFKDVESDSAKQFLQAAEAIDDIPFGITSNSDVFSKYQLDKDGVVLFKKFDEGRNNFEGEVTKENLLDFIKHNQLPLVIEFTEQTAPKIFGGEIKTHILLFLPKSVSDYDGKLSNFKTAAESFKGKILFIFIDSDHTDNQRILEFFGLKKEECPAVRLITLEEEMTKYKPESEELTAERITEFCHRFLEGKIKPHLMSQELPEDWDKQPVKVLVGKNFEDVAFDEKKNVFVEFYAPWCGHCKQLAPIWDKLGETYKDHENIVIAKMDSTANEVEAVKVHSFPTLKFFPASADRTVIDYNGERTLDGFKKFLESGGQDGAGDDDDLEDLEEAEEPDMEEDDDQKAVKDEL
H9c2 protect: protects H9c2 cardiomyocytes from peroxide injury. H2O2 injury protection, ATPLite, 2 h. protection from H2O2 cell death, % at 20 µM. 360,000 compounds, 0.63% hits. AID 588492;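 active means compounds giving at least 50% protection of heart cells from peroxide-induced death in the single-dose screen, raw or plate-pattern-corrected value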;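 further: 0% = DMSO wells with peroxide and 100% = DMSO wells without peroxide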
iPSC survival up: hiPSC single-cell survival enhancement. ATPlite luminescence; 100% = ROCK inhibitor wells, 0% = DMSO. survival enhancement, % at 20 µM. 360,000 compounds, 0.044% hits; in the data active means survival enhancement above about 18%;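 further: cells exposed to compounds for 16 hours before the ATP read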
HIF-2a block: inhibitors of HIF-2a. AID 624352. 786-0 RCC cells HIF-2a reporter, luciferase luminescence, overnight. inhibition, % at 18.8 µM. 360,000 compounds, 0.72% hits;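 active means inhibition of the luminescence signal of 40% or more relative to plate controls, in a single-dose primary screen at 18.75 µM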
NR2E3 ag-2: activates human photoreceptor nuclear receptor NR2E3; Q9Y5X4; GST-NR2E3/biotin-RetCOR TR-FRET, 1536-well; inhibition of corepressor binding, % at 4.78 µM; 320,000 compounds, 0.12% hits; AID 2300;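 active means percent inhibition above the cutoff of mean plus 3 SD of all tested compounds, set per screening campaign, cut at about 20% in these data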;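 further: 0% = DMSO wells and 100% = biotin wells as full block of FRET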
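System: GST-tagged NR2E3 plus biotinylated RetCOR corepressor; Amount: 1.35 nM GST-tagged NR2E3 final; Dosing: single nominal compound dose of 4.8 µM; Schedule: 5 h incubation at 4 °C; Technique: TR-FRET with europium anti-GST and streptavidin-D2, 340 nm excitation; Controls: biotin wells as high control, 0.6% DMSO wells as low control.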
MITF TRPM1 inh: inhibitors of MITF-driven TRPM1 promoter in melanoma cells. 330,000 compounds, 0.83% hits. AID 488899. SK-MEL-5 TRPM1 promoter luciferase, 24 h. inhibition, % at 12.5 µM;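 active means mean inhibition across replicates of 60% or more, whatever share of single replicates reaches that level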; further: values of inactives mirror those of a sister screen read the other way
HTR2A ag: agonists of mouse serotonin 5-HT2A receptor (HTR2A); P35363; CHO-K1 mHTR2A beta-arrestin complementation, luminescence; percent of 30 µM serotonin response; activation, % at 7.6 µM; 360,000 compounds, 0.66% hits; AID 624169;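 active means activation above a run cutoff, the mean activation of all tested compounds plus 3 SD, cut at about 14% in these data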;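 further: 0% = plate median of compound wells and 100% = 30 µM serotonin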
CaV13 ICDI inh: Disruptors of the CACNA1D IQ motif to Ca2+-dependent inactivation inhibitor domain association, primary screening, Förster resonance energy transfer in intact living …. HEK cells, CFP/YFP FRET ICDI-IQ, plate reader, 10 min; percent FRET-ratio fall versus neutral wells. inhibition, % at 12.3 µM. 340,000 compounds, 0.098% hits;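 active means mean replicate inhibition of at least 30% and at least 1% of replicates passing that level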;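 further: 0% = median of the neutral control wells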
Peg3 promoter: Peg3 promoter activity inhibition | HeLa PEG-Prom luciferase reporter, luminescence, overnight | inhibition, % at 20 µM | 360,000 compounds, 1.7% hits | AID 588405;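 active means inhibition of at least 50% at 20 µM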
Shn3 3UTR inh: reduces Shn3 3'UTR luciferase signal in osteoblasts. Clone20 osteoblast Shn3 3'UTR firefly luciferase, 24 h. inhibition, % at 12.5 µM. 360,000 compounds, 0.52% hits. AID 588674;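 active means mean inhibition of at least 75% with every replicate also reaching 75%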;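 further: 0% = median of neutral control wells and 100% = pilot-screen positive control compound; some compounds past the cut are filed as inactive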
An asterisk follows results filed as active; / = not tested or not shown.

#	structure	NR2E3 ag-1	PDI turbidity	H9c2 protect	iPSC survival up	HIF-2a block	NR2E3 ag-2	MITF TRPM1 inh	HTR2A ag	CaV13 ICDI inh	Peg3 promoter	Shn3 3UTR inh
1	Cc1cnc(C(=O)N2CCCC(C(=O)c3ccc(Cl)cc3C)C2)cn1 (stereo not drawn)	20	6	-4	-0.5	11	1	8	4	3	14	1
2	CCCC(C(=O)NC(C)(C)CC)N(Cc1ccco1)C(=O)CNS(=O)(=O)c1ccccc1 (stereo not drawn)	-39	13	7	-0.3	3	-1	0	0	-2	-4	-15
3	CS(=O)(=O)c1ccc(Cl)c(C(=O)NCC2CCCCC2)c1	-5	-5	-2	-0.5	16	-4	-6	9	-4	16	-42
4	Cc1ccc(S(=O)(=O)N2CCN(C(=O)Cn3c(=O)oc4ccccc43)CC2)c(C)c1	1	-12	-2	0.2	11	3	-5	-1	-3	-1	-11
5	CCOc1ccc(Nc2ccc([N+](=O)[O-])c3nonc23)cc1	-84	4	-12	-0.4	-261	-9	-32	-9	-8	-137	-86
6	CCC(C)(C)n1nnnc1C(c1cc2cc(C)cc(C)c2[nH]c1=O)N1CCN(C(=O)c2ccco2)CC1 (stereo not drawn)	-27	4	2	3.4	5	-4	7	1	/	8	16
7	CN1C(C(=O)Nc2ccc(OC(F)(F)F)cc2)=CC(c2ccc3c(c2)OCO3)=NS1(=O)=O	4	0	-5	-0.4	-5	-2	-1	7	-6	10	-23
8	CC(C)(C)n1nnnc1C(c1cccnc1)N(Cc1ccccc1)Cc1cccs1 (stereo not drawn)	8	7	-4	-2.5	30	-3	-2	-5	-5	20	30
9	O=c1c2cc3c(nc2[nH]c(=S)n1-c1ccccc1)CCCC3	-8	5	-3	-0.2	-44	4	-14	4	-4	-40	/
10	Cc1ccc(C(=O)NC(=S)NCc2cccnc2)cc1	-25	4	-3	2.7	-32	1	-15	-1	-3	-38	-34
11	COc1ccccc1-c1n[nH]c(=S)n1-c1ccccc1	-33	-4	-2	-2.6	-34	16	5	-3	/	-70	9
12	Cc1cc(NC(=O)COc2ccc3ccccc3c2Br)no1	-11	1	-13	-0.4	-371	/	-67	-5	-6	-284	-170
13	CCn1c(/C=C/c2c(C)n(CC)c3ccccc23)nc2ccccc2c1=O	-17	4	-7	-0.8	-2	-3	-44	4	-6	-5	0
14	CCOC(=O)c1c(-c2ccc(C)cc2)csc1NC(=O)c1ccc(N2C(=O)CCC2=O)cc1	-8	4	-5	1.0	10	0	8	3	-5	5	7
15	N#C/C(=C\c1ccc2c(c1)OCCO2)C(=O)Nc1ccc(C(=O)O)cc1	-20	-2	-15	1.0	-143	-2	-23	3	-4	-129	-55
16	CC(C)OCCCNC(=O)Cn1ccc2cc(S(=O)(=O)N3CCCCCC3)ccc21	-14	5	-3	-0.4	0	0	-4	5	-4	7	-5
17	O=C(N[C@@H](Cc1ccccc1)C(=O)O)c1cccs1	-13	8	1	0.4	8	3	-4	-1	-3	2	-17
18	COc1cc(C(=O)NC(=S)Nc2ccc([N+](=O)[O-])cc2C)cc(OC)c1OC	-25	-1	-3	1.5	6	-1	-5	-3	-14	35	-5
19	COc1ccc(/C(C)=N/OC/C(O)=C(\C#N)c2nc3ccccc3[nH]2)c(OC)c1	5	3	-4	-2.1	0	-4	-9	-3	3	7	8
20	N#C/C(=C(/O)c1ccc([N+](=O)[O-])cc1)c1nnc2n1CCCCC2	-6	1	13	0.3	8	1	-4	1	-2	5	9
21	O=c1[nH][nH]c2c1[C@H](c1ccc(Cl)cc1)O[C@H](C1CCCC1)C2	-18	/	/	-0.1	-7	/	/	3	-5	/	/
22	Cc1nn(-c2ccccc2)c(N2CCCC2)c1/C=N/NC(=O)c1cc(-c2ccccc2)nc2ccccc12	-5	-62	21	-1.3	20	-1	8	-5	-4	55*	-14
23	Cc1cc(C)nc(Sc2c(C)n[nH]c2C)n1	-12	-16	-3	1.4	13	-1	7	2	-8	17	3
24	CCOC(=O)[C@]12CCC=C1N(Cc1ccccc1)C(=O)[C@H](CC(=O)NCc1cccs1)C2	5	/	/	1.6	-15	/	/	10	-4	/	/
25	Cc1ccc(N2C(=O)CC(N3CCN(C4CCc5ccccc5C4)CC3)C2=O)cc1 (stereo not drawn)	3	3	8	3.4	25	4	12	1	-6	4	8
26	COc1ccc(-n2c(C)cc(C(=O)CN3CCC(C)CC3)c2C)cc1	-15	0	0	-0.6	-76	0	-31	5	-13	-82	-11
27	Cc1ccc(N2C(=O)C(O)(C(F)(F)F)C3=C2CC(C)(C)CC3=O)cc1C (stereo not drawn)	6	-2	6	-2.7	-2	-2	6	-2	-9	17	-11
28	COc1ccc(NC(=O)CN(C)C(=O)C(NC(=O)c2ccco2)C(C)C)cc1 (stereo not drawn)	1	5	4	1.2	6	/	0	6	-7	-1	0
29	CN(C)c1ccc(C(=O)C=Cc2ccc([N+](=O)[O-])cc2)cc1	-20	11	-3	-3.1	-31	/	/	2	-16	-50	-14
30	Cc1ccc(N2CCCn3c2cc(C)c(C#N)c3=O)cc1C	0	-1	-6	1.9	26	-4	5	-4	-5	27	7
31	CCn1c(SCC(=O)Nc2ccc(OC)c(OC)c2)nnc1-c1cccs1	-11	-13	1	-0.7	9	-2	-6	1	-3	12	4
32	Cn1c(=O)[nH]c(=O)c2c1nc(N1CCCC1)n2CCCSc1nc2ccccc2o1	-22	6	0	-2.4	-10	4	-2	5	-5	-13	21
33	CCSc1nc(CC)c2c(c1C#N)CCCC2	-1	-6	-8	1.3	25	-2	2	-1	-18	-3	5
34	COc1ccccc1-c1c(C)nn2c(C)cc(C)nc12	7	0	8	0.5	19	-1	9	-1	-6	14	-6
35	Cc1ccc(OCCn2cccn2)c(C)c1	12	9	2	1.4	12	-3	-15	-2	-5	-4	-46
36	CCc1c(C(=O)N/N=C/c2cccs2)nnn1-c1nonc1N	-35	3	-2	0.4	-123	4	-11	-7	-4	-80	-15
37	Cn1c(=O)oc2cc(S(=O)(=O)NCCN3CCN(c4ccccc4)CC3)ccc21	-6	/	6	-0.3	7	-3	/	5	-7	-4	-24
38	OC[C@H]1O[C@H](OCc2ccccc2)[C@H](O[C@@H]2OC[C@@H](O)[C@H](O)[C@H]2O)[C@@H](O)[C@@H]1O	-2	/	-3	2.3	9	-4	-3	1	/	5	-17
39	Cc1cccc(NC(=O)CCS(=O)(=O)c2ccc3c(c2)oc(=O)n3C)c1	-1	13	5	-0.4	-3	-2	5	1	-4	-10	2
40	COc1ccc(CCN2C(=O)c3[nH]nc(-c4ccccc4O)c3C2c2ccc(C)cc2)cc1OC (stereo not drawn)	-4	1	-20	-0.7	20	3	-4	-1	-6	39	-1
41	O=C(NNC(=S)NC1CCCCC1)c1ccccc1Cl	-27	4	0	-0.5	-149	3	-8	-8	-7	-56	-10
42	CCOC(=O)C1=CCN(S(=O)(=O)c2ccccc2C)C1c1cccc(F)c1 (stereo not drawn)	-19	/	-5	0.8	13	/	/	-2	-7	25	-26
43	C=CCNC(=O)/C(=C/c1cccc([N+](=O)[O-])c1)NC(=O)c1ccco1	-12	1	-3	-0.8	16	-1	-3	0	-7	9	-26
44	Cc1ccc(C(=O)CSc2ncnc3sc4c(c23)CCCC4)cc1	-22	-2	-10	0.3	2	0	-7	1	/	-4	19
45	O=C(c1ccc(COc2ccccc2Cl)o1)N1CCOCC1	-6	-10	-1	-0.2	-13	3	-3	-4	-7	4	-1
46	CCOC(=O)CC1(NC(=O)C2CCC(=O)N(CCc3ccccc3)C2)CCCCC1 (stereo not drawn)	3	3	1	-0.1	-71	3	-12	-6	-15	-52	-11
47	CC(C)N1CCN(Cc2ccc(OCc3ccccc3)cc2)CC1CCO (stereo not drawn)	9	12	-2	0.7	-31	6	-8	-5	-4	-17	-3
48	COC(=O)c1cc(NC(=O)Cc2ccccc2[N+](=O)[O-])cc(C(=O)OC)c1	8	-2	10	-2.1	11	-2	8	-3	-6	15	3
49	O=C(CC(CC(=O)c1ccccc1)C(=O)O)c1ccccc1	-12	-10	2	2.8	24	-1	13	0	-6	6	0
50	CCN(c1ccccc1)S(=O)(=O)c1cccc(C(=O)NCC2(N(C)C)CCCCC2)c1	-8	1	1	-0.4	1	0	-25	-9	-16	0	-17
51	COc1ccc(S(=O)(=O)N2CCN(Cc3c[nH]c4ccccc34)CC2)cc1	19	4	-13	-4.3	4	0	0	2	/	5	-4
52	CC(NCc1ccc(OCc2ccc(Cl)cc2)cc1)C(O)c1ccccc1 (stereo not drawn)	-14	11	-31	-1.0	-63	-1	13	-7	-2	104*	97*
53	Nc1c2c(nc3ccn(-c4ccccc4)c(=O)c13)CCCCC2	-30	-5	7	-2.5	-133	0	-62	-5	/	-43	-37
54	Cc1cc(C)c(S(=O)(=O)N2CCC(C(=O)OCc3c(C)noc3C)CC2)c(C)c1	0	-7	-13	-0.1	9	0	9	6	-2	-14	-9
55	O=C(Nc1ncc(Cc2cc(Cl)ccc2Cl)s1)c1ccc([N+](=O)[O-])cc1	32	3	-6	-3.0	-8	-3	10	1	-5	15	26
56	O=C(c1cnc2ccc(Cl)cc2c1Cl)N1CCOCC1	-19	-6	-1	0.4	9	/	-2	0	-5	9	8
57	O=c1[nH][nH]c2c1[C@@H](c1ccc(F)cc1)O[C@H](CCOCc1ccccc1)C2	-14	/	/	-0.6	8	/	/	-1	-4	/	/
58	CCCCC[C@@H]1C=C(C(=O)O)[C@H](c2ccc(OC)c(OC)c2)N1S(=O)(=O)c1ccc(C)cc1	-18	13	7	0.7	9	/	5	7	-9	0	-2
59	Cc1cs/c(=N\N=C\c2ccc(O)cc2)n1Cc1ccco1	-46	5	0	-1.2	-127	2	-14	-3	-5	-132	-68
60	CC(=O)NC(c1cccc(F)c1)c1nc(-c2ccc(N(C)C)cc2)cs1 (stereo not drawn)	28	10	-3	0.0	-32	/	/	-5	-4	6	-3
61	CCCOc1cccc(NC(=O)OC2CCN(C)CC2)c1	12	18	1	2.4	0	3	-6	0	-8	7	-10
62	CCn1c(=O)c2[nH]c(SC)nc2n(CC)c1=O	-12	0	0	2.6	19	/	/	0	-2	1	2
63	COc1ccc(S(=O)(=O)N(c2onc(C)c2Cl)S(=O)(=O)c2ccc(OC)cc2)cc1	11	-1	-1	2.5	18	2	-4	-2	/	16	5
